Screening results from PubChem.
Tn7 DDE FP: DD(E)-Tn7 binding inhibition, primary FP screen | P02675 | FP displacement of FITC-Tn7 peptide from fibrin DD(E); 0% = median of compound wells per plate | inhibition, % at 8.3 µM | 370,000 tested, 0.13% active;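 active = inhibition above the mean of compounds falling within the control limits plus 3 SD of them, cut at about 14% in these data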;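 also: 0% = plate median of compound wells and 100% = 10 µM Aha-Tn7 peptide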
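Measure: % inhibition scaled between sample-field median and high-control FP; Test system: human fibrin DD(E); Quantity: 2 µM final DD(E) protein; Doses: one dose, 8.3 µM nominal; Schedule: compound with protein 10 min, then 3 h after probe, room temperature; Detection: fluorescence polarization; Medium: Tris buffer with calcium and detergent, pH 7.8.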
DDE Tn6 FP inh: disrupts Tn6 cyclic peptide binding to fibrin D-Dimer-E complex; P02675; AID 720509; inhibition, % at 8.3 µM; Fibrin DD(E) TRITC-Tn6 fluorescence polarization displacement; 370,000 tested, 0.21% active;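 active = inhibition above a per-campaign cutoff: mean of compounds within control limits plus 3 SD, cut at about 15% in these data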;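 also: 0% = median of all compound wells on the plate and 100% = blocking peptide control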
TDP2 absorb: blocks human TDP2 phosphodiesterase activity | inhibition, % at 12.8 µM | 370,000 tested, 0.34% active | recombinant TDP2, T5PNP hydrolysis, p-nitrophenol absorbance 415 nm | O95551;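 active = inhibition above the mean of all tested compounds plus 3 SD, set per campaign, cut at about 25% in these data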;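 also: 0% = DMSO with enzyme and 100% = buffer with substrate but no TDP2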
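Assay system: Recombinant human TDP2 | Quantity: 120 nM TDP2 per well | Incubation: 2 h at 37 °C | Signal: Epi absorbance | Evaluation: Percent inhibition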
KLK7 zymogen act: activates the human kallikrein-7 zymogen. P49862. purified proKLK7, EDANS-DABCYL substrate fluorescence; 100% is mature enzyme control, 0% vehicle. activation, % at 7 µM. 370,000 tested, 0.9% active;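 active = activation above the mean of all tested compounds plus 3 SD, computed per campaign excluding outliers beyond control limits, cut at about 13% in these data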
ADAM10 inh: inhibits human ADAM10. recombinant ADAM10, EDANS/DABCYL FRET peptide cleavage, 3 h. inhibition, % at 7 µM. 370,000 tested, 0.62% active. AID 720582;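 active = inhibition above a per-campaign cutoff equal to the mean of compounds falling between control-based bounds plus 3 SD, cut at about 20% in these data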;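 also: 0% = DMSO wells while the 100% control is not disclosed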
PLC-gamma1 inh: PLC-gamma1 (human) inhibition, primary screen; inhibition, % at 12.2 µM; AID 720700; 370,000 tested, 0.84% active; purified PLC-gamma1, fluorogenic substrate, fluorescence; P19174; in the data active = inhibition above about 9.5%
ADAM17 inh: inhibitors of human ADAM17; P78536; recombinant ADAM17, EDANS/DABCYL FRET peptide cleavage; inhibition, % at 6.95 µM; 370,000 tested, 0.83% active; AID 720648;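 active = inhibition above the mean of compounds lying between control limits plus 3 SD, set per campaign, cut at about 8.5% in these data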;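 also: 0% = DMSO-only wells as the low control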
Target sequence (P78536 215-824 limits assumed): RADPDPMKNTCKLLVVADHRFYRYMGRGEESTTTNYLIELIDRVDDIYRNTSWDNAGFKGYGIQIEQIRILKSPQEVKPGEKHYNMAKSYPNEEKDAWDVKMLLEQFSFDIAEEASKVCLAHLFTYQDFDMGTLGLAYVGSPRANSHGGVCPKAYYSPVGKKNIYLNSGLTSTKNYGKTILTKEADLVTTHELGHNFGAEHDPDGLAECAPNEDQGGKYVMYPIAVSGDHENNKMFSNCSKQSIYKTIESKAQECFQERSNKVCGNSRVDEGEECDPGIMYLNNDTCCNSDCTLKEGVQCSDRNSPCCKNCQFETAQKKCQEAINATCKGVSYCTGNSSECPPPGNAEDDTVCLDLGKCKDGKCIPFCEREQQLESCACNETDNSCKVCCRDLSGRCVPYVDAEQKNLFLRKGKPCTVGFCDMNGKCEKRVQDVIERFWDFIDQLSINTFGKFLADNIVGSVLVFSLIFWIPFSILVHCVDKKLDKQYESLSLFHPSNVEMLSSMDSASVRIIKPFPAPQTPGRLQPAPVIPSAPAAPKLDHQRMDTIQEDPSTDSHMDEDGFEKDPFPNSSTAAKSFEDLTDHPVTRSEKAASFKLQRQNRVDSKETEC
ARFGAP1 inh: inhibitors of rat ARFGAP1 | Arfgap1-stimulated ARF1 GTP hydrolysis, GDP FP detection | inhibition, % at 16.5 µM | 360,000 tested, 0.26% active;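 active = inhibition above a per-plate limit, mean inhibition of low control wells plus 3 SD, cut at about 25% in these data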;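 also: 0% = DMSO wells with enzyme and 100% = wells lacking Arfgap1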
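System: truncated rat Arfgap1 GAP domain / Benchmarks: high control wells lacking Arfgap1, low control full reaction with DMSO / Times: compound-enzyme preincubation 20 min, reaction 120 min, detection 60 min, 25 °C / Repeats: one replicate per compound / Also added: human ARF1(Δ1-17)-GTP substrate / Measured by: Tracer-displacement fluorescence polarization with EDTA stop, 620/688 nm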
LEDGF integ inh: blocks HIV-1 LEDGF/p75-dependent DNA integration; TR-FRET IN-LEDGF/p75 DNA integration, Eu/Cy5; 370,000 tested, 0.64% active; inhibition, % at 3.7 µM; AID 743269;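 active = inhibition above the screen-wide mean plus 3 SD, cut at about 13% in these data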;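 also: signal is the Cy5 over europium emission ratio at 671 and 618 nm; 0% = plate median of compound wells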
ASAP1 inh: ASAP1 ArfGAP inhibition; inhibition, % at 16.5 µM; 360,000 tested, 0.19% active; Q9ULH1; ASAP1-stimulated ARF1 GTP hydrolysis, GDP FP detection; in the data active = inhibition above about 25%;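 also: 0% = vehicle with enzyme and substrate and 100% = no enzyme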
Target sequence (Q9ULH1 325-724 limits assumed): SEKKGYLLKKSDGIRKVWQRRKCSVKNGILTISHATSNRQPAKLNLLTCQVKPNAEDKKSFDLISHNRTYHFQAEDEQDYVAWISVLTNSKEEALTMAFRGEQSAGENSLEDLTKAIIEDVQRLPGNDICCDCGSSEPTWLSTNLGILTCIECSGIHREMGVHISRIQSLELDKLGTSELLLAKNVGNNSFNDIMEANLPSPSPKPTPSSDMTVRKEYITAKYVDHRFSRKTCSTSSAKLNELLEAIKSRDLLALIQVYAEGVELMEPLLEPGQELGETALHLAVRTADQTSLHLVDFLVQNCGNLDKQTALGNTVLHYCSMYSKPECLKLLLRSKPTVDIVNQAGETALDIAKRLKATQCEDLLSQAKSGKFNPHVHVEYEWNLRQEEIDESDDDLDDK
* hit, by the source's call.

Short forms: A = Tn7 DDE FP; B = DDE Tn6 FP inh; C = TDP2 absorb; D = KLK7 zymogen act; E = ADAM10 inh; F = PLC-gamma1 inh; G = ADAM17 inh; H = ARFGAP1 inh; I = LEDGF integ inh; J = ASAP1 inh
> C/C(CC(=O)N1CCN(C=O)CC1)=N\NC(=O)c1cc2ccccc2cc1O
  A: 1 | B: -1 | C: -6 | D: -0.2 | E: -1 | F: -25 | G: 0 | H: -6 | I: 3 | J: 15

> O=[N+]([O-])c1ccc(COc2cccnc2)cc1
  A: 1 | B: 1 | C: -4 | D: 0.2 | E: -2 | F: 2 | G: -3 | H: -7 | I: -2 | J: 2

> COc1cc2c(cc1OC)CN(C(=O)C1CCCN1S(=O)(=O)c1ccc(F)cc1)CC2 (configuration not stated)
  A: 2 | B: 7 | C: -4 | D: 0.2 | E: -8 | F: -9 | G: -4 | H: 2 | I: 0 | J: -7

> CCCCC[C@H](C)N1C[C@H](COCc2ccccc2)Oc2cc(N3CCC[C@@H]3COC)ccc2S1(=O)=O
  A: -3 | B: 5 | C: -1 | D: 0.3 | E: -7 | F: 1 | G: -3 | H: 11 | I: -4 | J: 2

> O=C(CN1CCCC1)Nc1c(Cl)cccc1Cl
  A: -6 | B: -2 | C: -7 | D: -0.5 | E: 4 | F: 1 | G: 0 | H: 8 | I: 2 | J: 4

> CN(C)/C=C1/C=C(c2ccccc2)OC1=O
  A: 8 | B: 11 | C: -5 | D: -0.9 | E: -10 | F: -11 | G: -5 | H: -3 | I: 1 | J: 0

> Cc1c(C(=O)N/N=C/C(C)C)[nH]c2ccc([N+](=O)[O-])cc12
  A: 3 | B: -9 | C: -3 | D: -0.3 | E: 7 | F: -1 | G: 3 | H: 12 | I: -5 | J: -1

> CC1(C(=O)Nc2nc3ccccc3s2)CC1(Br)Br (configuration not stated)
  A: 0 | B: 3 | C: 0 | D: 0.5 | E: 0 | F: -1 | G: 0 | H: 3 | I: 4 | J: 3

> O=C(NCCN1CCOCC1)c1ccc(Cl)cc1[N+](=O)[O-]
  A: 0 | B: -2 | C: 7 | D: 0.3 | E: -13 | F: -3 | G: -5 | H: 4 | I: -4 | J: 5

> C=CCNc1ncnc2sc(SC)nc12
  A: -2 | B: -7 | C: 5 | D: -0.7 | E: -8 | F: -4 | G: -9 | H: 8 | I: -2 | J: -4

> Cc1ccc(-c2cc(C(=O)N/N=C/c3ccco3)n[nH]2)s1
  A: 0 | B: -6 | C: 5 | D: 0.2 | E: -5 | F: 1 | G: 1 | H: 12 | I: -1 | J: 15

> CN(C)CCC(C(=O)c1ccccc1)c1ccncc1 (configuration not stated)
  A: -1 | B: 2 | C: -7 | D: 0.2 | E: -4 | F: -1 | G: -3 | H: -8 | I: 1 | J: -2

> C/C(N)=C(\C#N)C(=O)NCc1ccccn1
  A: 3 | B: -10 | C: 18 | D: -0.5 | E: -6 | F: 1 | G: -6 | H: -4 | I: 3 | J: 8

> COc1ccc(-c2cn3cc(C)ccc3n2)cc1F
  A: -5 | B: 3 | C: 3 | D: 1.4 | E: -218 | F: -15 | G: -70 | H: -7 | I: 1 | J: 2

> COc1ccc(C(=O)COc2cccc(NC(=O)c3ccco3)c2)cc1
  A: -6 | B: 1 | C: -2 | D: -0.2 | E: 10 | F: 1 | G: -1 | H: 1 | I: 1 | J: 10

> O=C(NCCO)C(=O)NCC1OCCCN1S(=O)(=O)c1cccs1 (configuration not stated)
  A: -5 | B: -1 | C: 5 | D: -0.1 | E: -12 | F: -4 | G: -5 | H: -1 | I: 0 | J: 11

> CN1CCN(NC(=S)NC(C)(C)CC(C)(C)C)CC1
  A: 12 | B: 3 | C: 5 | D: -0.3 | E: 3 | F: 0 | G: 0 | H: -2 | I: 3 | J: -7

> COc1ccc(OC)c(NC(=O)C(CC(=O)O)Cc2ccc(Cl)cc2)c1 (configuration not stated)
  A: -4 | B: 0 | C: -2 | D: 0.0 | E: -2 | F: -3 | G: -1 | H: 20 | I: 1 | J: -7

> O=C(CCN1CCN(c2ccccc2)CC1)NNC(=O)Cc1c(F)cccc1Cl
  A: -7 | B: 8 | C: 3 | D: 0.1 | E: 1 | F: 2 | G: -1 | H: -5 | I: 0 | J: 5

> N#CCSc1ccccc1NC(=O)COC(=O)C1CCN(C(=O)c2ccc(Cl)cc2)CC1
  A: -7 | B: 4 | C: -3 | D: 0.5 | E: -4 | F: 1 | G: 0 | H: -4 | I: 0 | J: 0

> COc1cc(C2NC(=O)NC(C)=C2C(=O)OC(C)(C)C)ccc1OCC(=O)O (configuration not stated)
  A: 4 | B: 7 | C: 2 | D: -0.2 | E: -2 | F: -8 | G: -2 | H: -6 | I: -2 | J: -10

> C[C@H](CO)N1C[C@H](C)[C@@H](CN(C)C(=O)Nc2ccc(C(F)(F)F)cc2)Oc2ccc(NC(=O)Nc3ccc(C(F)(F)F)cc3)cc2C1=O
  A: 0 | B: 31* | C: -3 | D: 0.3 | E: 26* | F: -1 | G: 13* | H: 12 | I: -3 | J: 23

> N#CC(=C=[N-])c1nc2ccccc2nc1-[n+]1cccc(NC(=O)c2cccs2)c1
  A: -3 | B: -2 | C: -4 | D: 0.8 | E: -17 | F: -7 | G: -8 | H: -5 | I: -4 | J: -8

> Cc1cccc(-c2oc3ccccc3c2-c2ccc3c(c2)OCO3)c1
  A: 4 | B: 1 | C: -5 | D: -6.9 | E: -28 | F: -8 | G: -8 | H: -15 | I: -3 | J: 6

> CSC(=Nc1cccc(C)c1)NC#N
  A: -2 | B: 4 | C: -1 | D: 0.4 | E: -1 | F: 0 | G: -1 | H: -8 | I: 5 | J: 4

Structural class, those above with a thiophene ring, fused or not
Short forms: A = Tn7 DDE FP; B = DDE Tn6 FP inh; C = TDP2 absorb; D = KLK7 zymogen act; E = ADAM10 inh; F = PLC-gamma1 inh; G = ADAM17 inh; H = ARFGAP1 inh; I = LEDGF integ inh; J = ASAP1 inh
> Cc1ccc(-c2cc(C(=O)N/N=C/c3ccco3)n[nH]2)s1
  A: 0 | B: -6 | C: 5 | D: 0.2 | E: -5 | F: 1 | G: 1 | H: 12 | I: -1 | J: 15

> O=C(NCCO)C(=O)NCC1OCCCN1S(=O)(=O)c1cccs1 (configuration not stated)
  A: -5 | B: -1 | C: 5 | D: -0.1 | E: -12 | F: -4 | G: -5 | H: -1 | I: 0 | J: 11

> N#CC(=C=[N-])c1nc2ccccc2nc1-[n+]1cccc(NC(=O)c2cccs2)c1
  A: -3 | B: -2 | C: -4 | D: 0.8 | E: -17 | F: -7 | G: -8 | H: -5 | I: -4 | J: -8

The list continues:
Short forms: A = Tn7 DDE FP; B = DDE Tn6 FP inh; C = TDP2 absorb; D = KLK7 zymogen act; E = ADAM10 inh; F = PLC-gamma1 inh; G = ADAM17 inh; H = ARFGAP1 inh; I = LEDGF integ inh; J = ASAP1 inh
> CC1CCc2sc(C(=O)NC3CCN(Cc4ccccc4)CC3)cc2C1 (configuration not stated)
  A: -4 | B: -7 | C: -9 | D: 0.6 | E: -7 | F: 4 | G: -2 | H: -2 | I: 1 | J: -1

> Cc1nnc(SCC(=O)c2ccc(Br)cc2)s1
  A: -9 | B: 6 | C: -17 | D: 0.3 | E: -2 | F: 0 | G: 2 | H: 4 | I: 2 | J: 3

> O=C(N[C@@H](Cc1cccnc1)C(=O)N1CCC[C@H]1C(=O)NCc1ccccc1)c1ccccc1
  A: 3 | B: 1 | C: 3 | D: 0.1 | E: -10 | F: 0 | G: -4 | H: 1 | I: -2 | J: -5

> O=C(Cn1cnc2c(nnn2Cc2ccccc2)c1=O)NCc1ccco1
  A: -4 | B: -3 | C: 12 | D: 0.1 | E: -11 | F: -2 | G: -3 | H: -6 | I: 0 | J: 1

> Clc1ccc(/C=N/Nc2nnc(Cl)c3ccccc23)cc1
  A: 10 | B: 6 | C: -1 | D: -0.8 | E: -1 | F: 2 | G: -4 | H: 2 | I: -2 | J: 1

> COc1ccc(-n2c(O)c(/C=N/NS(=O)(=O)c3cc(C)ccc3C)c3ccccc3c2=O)cc1OC
  A: 7 | B: 2 | C: 8 | D: 9.6 | E: -62 | F: -62 | G: -17 | H: -12 | I: 0 | J: 5

> COc1ccc(Cl)cc1NC(=O)CCS(=O)(=O)c1ccc(C)cc1
  A: -2 | B: -4 | C: 6 | D: 0.3 | E: -3 | F: 2 | G: -2 | H: -6 | I: -1 | J: -2

> COc1cccc(CC(=O)OCC(=O)N(C)CC(=O)Nc2ccc(F)cc2)c1
  A: 6 | B: 1 | C: 0 | D: -0.5 | E: -13 | F: 8 | G: -3 | H: 8 | I: -1 | J: 11

> Cc1ccc(C(=O)N2CCCCCC2)cc1S(=O)(=O)N1CCOCC1
  A: -4 | B: 0 | C: 1 | D: -0.8 | E: -7 | F: 3 | G: -4 | H: 2 | I: 1 | J: 3

> Cc1cc(C)nc(/N=C(\N)Nc2ccccc2-c2ccccc2)n1
  A: -1 | B: 3 | C: 1 | D: 0.0 | E: 4 | F: 3 | G: 3 | H: -7 | I: 5 | J: 4

> O=C(CCCn1c(=S)[nH]c2ccccc2c1=O)N1CCN(c2cccc(Cl)c2)CC1
  A: -5 | B: -5 | C: 1 | D: 0.6 | E: -9 | F: -4 | G: -2 | H: -10 | I: -1 | J: -6

> CNC(=O)CSc1nc2ccccc2c(=O)n1-c1cc(OC)ccc1OC
  A: 2 | B: 7 | C: -5 | D: -0.5 | E: -6 | F: -1 | G: -5 | H: 4 | I: 18* | J: 1

> CC(C)N1C(=O)CC(Nc2ccc(N3CCOCC3)cc2)C1=O (configuration not stated)
  A: -2 | B: 2 | C: 19 | D: 4.5 | E: -8 | F: -9 | G: -4 | H: 3 | I: 6 | J: 2

> COc1ccccc1-c1nnc(NC(=O)CCS(=O)(=O)c2ccccc2)o1
  A: 6 | B: 2 | C: 6 | D: -0.4 | E: -3 | F: -2 | G: -1 | H: -10 | I: 0 | J: -2

> CCOC(=O)C1C(=O)CC(C)(O)C(C(=O)OCC)C1c1ccco1 (configuration not stated)
  A: -4 | B: 0 | C: 12 | D: 0.3 | E: 2 | F: 0 | G: -4 | H: -14 | I: 0 | J: 14

> CCc1nnc(NS(=O)(=O)c2ccc(NC(=S)NC(=O)/C=C/c3ccc([N+](=O)[O-])cc3)cc2)s1
  A: 3 | B: -1 | C: 13 | D: 0.0 | E: 6 | F: 0 | G: -3 | H: 1 | I: 0 | J: 4

> COc1ccc(OC)c(NC(=O)C(=O)NNC(=O)C23CC4CC(CC(C4)C2)C3)c1
  A: -2 | B: 12 | C: -1 | D: 0.4 | E: -24 | F: -3 | G: -11 | H: 4 | I: 1 | J: 0

> O=C(C1=C(O)C(=O)N(CCN2CCOCC2)C1c1cccs1)c1cc2ccccc2o1 (configuration not stated)
  A: 7 | B: 1 | C: -21 | D: 0.3 | E: -17 | F: -19 | G: -7 | H: 4 | I: -3 | J: -1

> O=C(CCC1CCCN(c2ncccn2)C1)NCc1ccccc1F (configuration not stated)
  A: 3 | B: 2 | C: 10 | D: 0.5 | E: -20 | F: -10 | G: -8 | H: -13 | I: 1 | J: -8
